Assay outcomes deposited in PubChem by The Scripps Research Institute Molecular Screening Center.
TbREL1 inh – TbREL1 inhibition, primary screen; hit rate 0.49% among 89,000; AID 1117264; TbREL1 RNA ligation, FRET fluorescence; inhibition, % at 9.66 µM; P86926;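 active = inhibition above the mean inhibition across all screened compounds plus 3 SD, cut at about 11% in these data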;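 note: 0% = plate median of test wells and 100% = NSC42067 control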
Target sequence (P86926 whole entry, looked up): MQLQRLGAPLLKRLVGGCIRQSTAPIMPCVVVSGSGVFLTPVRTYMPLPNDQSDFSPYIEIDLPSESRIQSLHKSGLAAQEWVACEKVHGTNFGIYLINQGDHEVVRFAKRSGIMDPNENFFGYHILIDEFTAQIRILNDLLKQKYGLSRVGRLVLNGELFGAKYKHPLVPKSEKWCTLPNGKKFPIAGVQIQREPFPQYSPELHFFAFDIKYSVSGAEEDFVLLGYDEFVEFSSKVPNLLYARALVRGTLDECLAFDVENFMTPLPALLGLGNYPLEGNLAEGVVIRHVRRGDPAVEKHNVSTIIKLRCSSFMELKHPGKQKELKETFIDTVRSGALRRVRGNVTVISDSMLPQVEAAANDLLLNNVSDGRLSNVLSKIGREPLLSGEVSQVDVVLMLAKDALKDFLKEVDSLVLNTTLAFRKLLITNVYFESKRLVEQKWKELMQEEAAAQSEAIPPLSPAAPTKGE
* = called active by the depositor. These rows are one share of the data (hit frequency here may not be typical).

TbREL1 inh,compound
-2,CCOCCCn1c(=S)[nH]c2cc(C(=O)N3CCOCC3)ccc2c1=O
0,O=C(c1cc(=O)[nH]c2ccccc12)N1CCN(c2ccccc2)CC1
3,COc1ccc(-c2oc3ccc(-c4ccc(OC)nc4)cc3c2C#CC2(O)CCCCC2)cc1
-1,COC(C[C@@H]1O[C@H]1[C@H](O)COCc1ccccc1)OC
1,COC(=O)C1=CO[C@@H](O[C@@H]2O[C@H](CO)[C@@H](O)[C@H](O)[C@H]2O)C2C1CC(O)O[C@H]2C (stereo partly specified)
0,COc1cc2cnc(-c3ccccc3)c(-c3ccc([N+](=O)[O-])cc3)c2cc1OC
3,Cc1ccccc1C(=O)N[C@@H](Cc1cccnc1)C(=O)N1CCC[C@H]1C(=O)NC1CCCC1
7,CC1CN(c2nc(Nc3ccccc3)nc(N)c2[N+](=O)[O-])CC(C)O1 (stereo unspecified)
-4,Cc1ccc(-c2nn3nnnc3c3ccccc23)cc1C
-3,CCOc1ccc(S(=O)(=O)NCCC(=O)NC2CCCCC2)cc1
1,Cc1cccc(NC(=O)NCC(c2cccnc2)N2CCOCC2)c1 (stereo unspecified)
-2,O=C(Nn1c(=S)[nH]c2ccccc2c1=O)c1ccncc1
7,CCN(CC)CCCNc1nc2cc(OC)c(OC)cc2c2nc(-c3cccnc3)nn12
0,O=C(O)c1cc(-c2c[nH]c3ccccc23)nc2cc3ccccc3cc12
2,O=C(N/N=C\c1ccc(COc2ccc([N+](=O)[O-])cc2)o1)c1ccc(Cl)cc1

(list continues)
TbREL1 inh,compound
-4,Cc1cc(N2CCC(C)CC2)nc(-n2nc(C)cc2C)n1
-2,CC1(C)CC2CC(C)(CN2S(=O)(=O)c2cccc(N)c2)C1 (stereo unspecified)
1,CCCCC(=O)Nc1cccc(C(C)O)c1 (stereo unspecified)
1,CN(c1ccc([N+](=O)[O-])cc1C(N)=O)C1CCCCC1
0,C[C@@H](C(=O)NCc1ccccc1)N1C(=O)C2CC=CCC2C1=O (stereo partly specified)
2,O=C(Nc1ccc(S(=O)(=O)N2CCCC2)cc1)c1cc(=O)c2ccccc2o1
-4,CCOc1ccc(CCNC(=O)C2CCC(=O)N2CCc2ccccc2)cc1OCC (stereo unspecified)
10,O=C(Nc1cccc(OC(F)(F)F)c1)C1Cc2c(-c3ccc(Cl)cc3)ccnc2O1 (stereo unspecified)
0,CN(C)S(=O)(=O)c1cc(C(=O)Nc2ccccc2C(=O)NC2CC2)ccc1Cl
-2,COc1ccc(OC)c(/C=N/NC(=O)CC(=O)NC2CCCCC2)c1
1,CC1(C)Oc2ccc(C(=O)Nc3ccccc3F)cc2N(CC(=O)N2CCOCC2)C1=O
5,Cc1cc(C)c2c(c1)/C(=N/NS(=O)(=O)c1ccc(Br)cc1)CCC2
0,CCc1nnc(NS(=O)(=O)c2ccc(N=Cc3c(C)[nH]n(-c4cccc(Cl)c4)c3=O)cc2)s1
1,Cc1ccc(S(=O)(=O)NC(=NC2CCCCC2)c2ccc(F)cc2)cc1
0,O=C(Cn1nc(Cc2ccncc2)c2ccccc2c1=O)Nc1cccnc1Cl

(more compounds)
TbREL1 inh,compound
-1,CCN(c1ccccc1)S(=O)(=O)c1c(C)noc1C
3,O=C(COC(=O)c1cc([N+](=O)[O-])ccc1Cl)NCCc1ccccc1
-1,O=C(Nc1ccccc1)C1=C[C@@H](c2csc3ccccc23)C[C@@H](OCc2ccc(CO)cc2)O1
2,Cc1ccc(NC(=O)c2ccc(-n3cccn3)nc2)cc1
-1,COc1ccc(OCC(=O)Nc2ccc(N3CCN(C(=O)c4ccccc4)CC3)c(Cl)c2)cc1
-2,C=C(C)CN(CC)C(=O)CSc1ccc(S(=O)(=O)N2CCN(Cc3ccccc3)CC2)cn1
-1,Cc1nn(C)c(Cl)c1NC(=O)OCc1ccccc1
-3,CSc1nnc(-c2ccncc2)n1CCCN1CCCC1=O
-5,Cc1ccc(-c2nnc(SCC(=O)Nc3ccccc3N3CCOCC3)o2)cc1
2,COc1ccc(C2C(C(=O)Nc3cc(OC)c(OC)c(OC)c3)c3ccccc3C(=O)N2C)cc1OC (stereo unspecified)
0,Cc1cccc(C)c1NC(=O)[C@H]1CC(=O)O[C@@H]1c1ccccc1
0,CCOC(=O)c1cc(C#N)c(Oc2ccc(F)cc2)nc1-c1ccccc1
-3,O=C(c1cc(-c2ccccc2Cl)nc2ccccc12)N1CCN(c2ccccc2O)CC1
-1,O=C(Nc1ccc(N2CCOCC2)cc1)C1CC1
3,O=C1C2CCCN2C(c2ccc(Br)cc2)N1c1ccc(F)cc1 (stereo unspecified)

Continuation:
TbREL1 inh,compound
7,O=C1NC2=C(C(=O)CCC2)C(c2ccccc2)N1 (stereo unspecified)
-2,Cc1nc2cc(C(F)(F)F)ccc2n1C1CCN(CC(=O)NC(C)(C)C)CC1
3,COc1ccc(S(=O)(=O)N(C)C[C@H]2Oc3c(NC(=O)C4CCCCC4)cccc3C(=O)N([C@H](C)CO)C[C@@H]2C)cc1
-1,Cc1ccc2sc(NC(=O)CN3C(=O)CCC3=O)nc2c1C
0,O=C(CN1C(=O)CSc2ncccc21)NCCN1CCOCC1
3,CCCC/C=C/C(NC(=O)c1ccc(-c2ccccc2)cc1)c1ccccc1 (stereo unspecified)
-4,CC(=O)N1CCCN(Cc2cn(-c3cccc(C)c3)nc2-c2cccc(F)c2)CC1
-4,O=C(Nc1cccc(F)c1)Nc1ccc2c(c1)OCO2
0,O=C(Nc1cnc2ccccc2c1)N1CCOCC1
-2,CCOC(=O)CSc1nn(C)c(=S)s1
4,Cn1c(SCC(=O)Nc2ccccc2F)nnc1-c1cc2ccccc2o1
3,CC12CCC(=O)N1C(C(=O)Nc1nc(-c3ccc(F)cc3)cs1)CS2 (stereo unspecified)
1,CC(C)NC(=O)c1onc(CSc2ccc(F)cc2)c1C(=O)O
5,COc1ccccc1NC(=O)/C(=N/OCc1ccc(C#N)cc1)C(C)=O
-2,CCN(c1ccccc1)S(=O)(=O)c1nnc(NC(=O)c2ccccc2OC)s1

A section of the results above, for reference:
TbREL1 inh,compound
-1,Cc1ccc2sc(NC(=O)CN3C(=O)CCC3=O)nc2c1C
0,O=C(CN1C(=O)CSc2ncccc21)NCCN1CCOCC1
3,CCCC/C=C/C(NC(=O)c1ccc(-c2ccccc2)cc1)c1ccccc1 (stereo unspecified)
-4,CC(=O)N1CCCN(Cc2cn(-c3cccc(C)c3)nc2-c2cccc(F)c2)CC1
-4,O=C(Nc1cccc(F)c1)Nc1ccc2c(c1)OCO2
0,O=C(Nc1cnc2ccccc2c1)N1CCOCC1
-2,CCOC(=O)CSc1nn(C)c(=S)s1

(more compounds)
TbREL1 inh,compound
0,Cc1cccc(-c2cc(C(=O)N3CCCc4ccccc43)c3ccccc3n2)c1
7,Cc1c(C(=O)Nc2ccc(C(=O)Nc3ccccc3)cc2)cccc1[N+](=O)[O-]
0,COc1cccc(C2=NOC(C(=O)Nc3ccc(OC)c(OC)c3)C2)c1 (stereo unspecified)
-3,Cc1ccccc1NC(=O)COC(=O)CCc1nc2ccccc2c(=O)[nH]1
1,O=C(CSc1nnc(-c2cccs2)o1)N1CCCCC1
7,CN(Cc1ccc(Cl)cc1)C(C(=O)NC1CCCCC1)c1cc2ccccc2o1 (stereo unspecified)
2,CC(C)(C)c1ccc(C(=O)Nc2ccc(Cl)cc2)cc1
2,COc1ccccc1OCC(=O)NC1CCCc2ccccc21 (stereo unspecified)
-10,Cc1nc(C(=O)N2CCCC(Nc3ccc(C)c(C)c3)C2)cs1 (stereo unspecified)
-3,Cc1ccc(Cn2ncc(C)c2N)o1
2,O=C(NNC(=O)c1ccccc1O)c1ccc(NS(=O)(=O)c2ccc(F)cc2)cc1
0,COc1ccc(NC(=O)CSc2nc(SC)ns2)c(OC)c1
0,Cc1cccc(CN2CCN(C3CN(Cc4cn(Cc5ccc(Cl)cc5)nn4)S(=O)(=O)C3)CC2)c1 (stereo unspecified)
3,Oc1ccc(C[C@@H]2CNCCN2CCc2cccc3ccccc23)cc1
-2,COCCN(Cc1ccccc1)C(=O)C1CCN(C(=O)Nc2ccccc2)CC1

(list continues)
TbREL1 inh,compound
3,O=C(CCc1c[nH]c2ccccc12)NCc1ccc2c(c1)OCO2
-2,N/C(Cc1cccs1)=N\OC(=O)COc1ccccc1
-3,O=C(NNC(=O)c1ccc2nonc2c1)Nc1ccc(Cl)cc1
1,O=C1CCC([N+](=O)[O-])C(c2ccc(C(F)(F)F)cc2)N1 (stereo unspecified)
1,Cc1ccc(/C=C2\SC(=S)N(CCC(=O)NCCCN3CCOCC3)C2=O)cc1
-1,CC(C)(C)n1nnnc1C(c1ccc2ncccc2c1)N1CCSCC1 (stereo unspecified)
-2,CCOCCCNC(=S)N1CCN(Cc2ccc3c(c2)OCO3)CC1
7,CC(=C/c1ccccc1)/C=N/n1cnnc1
4,CCc1ccc2[nH]c(=O)c(C(c3nnnn3Cc3ccc(OC)cc3)N3CCOCC3)cc2c1 (stereo unspecified)
2,COCCCn1c(=S)[nH]c2ccc(N3CCOCC3)cc2c1=O
-3,CCOC(=O)[C@]12CCCC=C1N(CCCOC)C(=O)[C@@H]2CC(=O)N1CCC(c2ccccc2)CC1
3,CCN(CC)CCn1c(NCc2ccc(C)o2)nc2ccccc21
-1,Cn1c2ccccc2c(=O)c2c(=O)n(Cc3cccc4ccccc34)cnc21
-1,NS(=O)(=O)c1ccc(NNC(=O)c2ccc(F)cc2F)cc1
1,c1coc(-c2nnc3n2N=C(c2ccc4ccccc4c2)CS3)c1

New compounds follow:
TbREL1 inh,compound
2,CO/N=C(\c1nonc1N)N1CCN(c2ccc([N+](=O)[O-])cc2Cl)CC1
2,COc1ccc(CN(CCN2CCOCC2)C(=O)c2cccc(F)c2F)cc1OC
0,CC1(C)Oc2ccc(C(=O)NN)cc2NC1=O
-2,C=CCN1C(=O)[C@@H](CC(=O)NCCCOCCCC)[C@]2(C(=O)OC)CCCCC=C12
2,CCCCN(C)C(=O)C(Cc1ccccc1)NS(=O)(=O)c1ccc2c(c1)CCC(=O)N2 (stereo unspecified)
-1,CC(=O)Nc1ccc(S(=O)(=O)Oc2ccc(C=O)cc2)cc1
9,C[C@H](CO)N1C[C@H](C)[C@@H](CN(C)C(=O)Nc2ccc(C(F)(F)F)cc2)Oc2ccc(NS(=O)(=O)c3cn(C)cn3)cc2C1=O
-2,CC1=C(C(=O)N(C(C)C)C(C)C)CC(CC(=O)NC(c2ccccc2)c2ccccc2)C(=O)N1Cc1ccc(F)cc1 (stereo unspecified)
0,CCCNC(=O)C1CC2Cn3c(nc4ccccc43)C2N1C (stereo unspecified)
-3,O=C(CN(Cc1ccccc1)C(=O)c1csnn1)NCc1ccccc1
-1,Cc1ccc(S(=O)(=O)N[C@H](C(=O)NC2CCC(C)CC2)C(C)C)cc1 (stereo partly specified)
11*,COc1ccccc1N(Cc1ccccc1)S(=O)(=O)c1cccc(C(=O)NC2CC(C)(C)NC(C)(C)C2)c1
2,CN(C)CCN(Cc1ccccc1)S(=O)(=O)c1ccc(-c2ccc(=O)[nH]n2)s1
-1,COC(=O)c1ccc(N2C(c3cc(OC)cc(OC)c3)=Cc3ccc(-c4cnc(OC)nc4)cc3C2CC(=O)C2CC2)cc1 (stereo unspecified)
-1,O=C(Nc1ccc(N2CCOCC2)cc1)c1cccc2c(Br)cccc12

Later entries
TbREL1 inh,compound
-1,COc1ccc(C(=O)NC(Oc2ccccc2)C(Cl)(Cl)Cl)cc1 (stereo unspecified)
4,Cc1nn(S(=O)(=O)c2ccc(Br)cc2)c(C)c1S(=O)(=O)N1CCOCC1
0,Cc1ccc(S(=O)(=O)N(CC(=O)N/N=C/c2ccco2)c2cc(Cl)cc(Cl)c2)cc1
-3,Cc1nc2ccccn2c1C(=O)NNS(=O)(=O)c1ccc(C(C)(C)C)cc1
-2,CC(C(=O)Nc1ccc(S(=O)(=O)N2CCCC2)cc1)N1CCN(c2ccccc2O)CC1 (stereo unspecified)
-4,COc1ccc(CN2C(=O)c3ccccc3C2OC)cc1 (stereo unspecified)
-1,O=C1CCCC2=C1C(c1ccccc1)n1c(s/c(=C/c3cccc(F)c3)c1=O)=N2 (stereo unspecified)
0,CN(C(=O)c1cccc(NC(=O)Cc2ccc(NC(=O)C3CCN(C(=O)C4CCCCC4)CC3)cc2)c1)C1CCCC1
3,CCn1c(NC(=O)c2cccc(Cn3cc(Cl)cn3)c2)nc2ccccc21
2,Cc1cc2c(=O)n(CC(=O)N3CCN(c4ccc(F)cc4)CC3)cnc2s1
2,Cc1cccc(NC(=O)CSc2nc3nc(C)cc(C)c3c(=O)[nH]2)c1
-1,O=C(NC1CCCCC1)C1CCC(CNS(=O)(=O)c2cccc3nsnc23)CC1 (stereo unspecified)
3,COC(=O)COn1c(SCC(=O)OC)nc2ccccc2c1=O
-1,Cc1nn(C)c(C)c1S(=O)(=O)Nc1ccc2c(c1)OCO2
7,COC(=O)Cc1cc(=O)oc2c(C)c(O)ccc12
1,O=C(CSc1nncn1-c1cccnc1)Nc1ccccc1[N+](=O)[O-]
0,COc1cc2nc(CN3CCN(S(=O)(=O)c4ccccc4)CC3)[nH]c(=O)c2cc1OC
0,Cc1ccc(-c2ccc(/C=N/n3cnnc3)o2)cc1

Arranged by formula weight (highest first): part of the list above
TbREL1 inh,compound
0,COc1cc2nc(CN3CCN(S(=O)(=O)c4ccccc4)CC3)[nH]c(=O)c2cc1OC
-1,O=C1CCCC2=C1C(c1ccccc1)n1c(s/c(=C/c3cccc(F)c3)c1=O)=N2 (stereo unspecified)
3,CCn1c(NC(=O)c2cccc(Cn3cc(Cl)cn3)c2)nc2ccccc21
7,COC(=O)Cc1cc(=O)oc2c(C)c(O)ccc12
